# HBB splice mod: modulators of hemoglobin beta chain splicing. HBB splicing reporter cell assay, activation; EGFP reporter with mutant IVS2-654 intron; response scale: normalised to 500 nM splice-correcting PNA. 0.06% of 65,000 active. Potency, µM (titrated, usually from 46.1 µM), without a hit: at the highest dose activation, actives largely listed as activators; further: potency means the concentration at half of the fitted maximal effect; 0% is about no effect
#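 Compounds were applied for 2 days to HeLa EGFP-654 cells, 500/well in Optimem with 2% FCS. The reporter's EGFP is disrupted by mis-splicing of beta-globin intron IVS2-654. Readout: summed well GFP fluorescence from 488 nm laser scanning; reference was 500 nM antisense […] 654 PNA.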
# Pol III holo inh: DNA polymerase III holoenzyme inhibition. reconstituted DNA polymerase III holoenzyme replication, biochemical. Potency, µM (doses to about 57.1 µM), without a hit: at the top dose activity change, negative = inhibition. 0.25% of 71,000 active. AID 603; further: potency means the concentration at half of the fitted maximal effect; on the % scale 0 is the no-effect control and ±100 the full control effect
#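 Reconstituted *E. coli* holoenzyme (0.35 nM Pol III, 1 nM beta, 154 nM SSB, 2 nM primase) was preincubated with compound for 15 min at RT. Synthesis on 1.4 nM ssM13Gori ran 35 min, then was stopped with PicoGreen/EDTA and read as dsDNA fluorescence.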
# UbGFP stabilizer: proteasome inhibitors stabilizing ubiquitin-GFP reporter | Ubiquitin-GFP reporter cells, proteasome inhibition, GFP fluorescence; response scale: untreated = 0%, 10 µM MG-132 = 100% | Potency, µM (top dose mostly 45.9 µM), inactives show at the top dose activation (GFP accumulation), hits mostly activators | 67,000 tested, under 10 active | AID 526; active means well fitted activation curve with a large enough effect, not every such curve was filed as active; inconclusive means small, poorly fitted or top-dose-only effect, or another doubt; inactive means no such curve, though single readings can be large or run the other way; further: potency means the concentration at half of the fitted maximal effect
#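 U2OS cells expressing ubiquitin(G76V)-GFP, seeded overnight in 0.5% FBS medium, then treated 4 hr at 37 C across 46 uM to 2.9 nM. GFP-positive cells counted by laser cytometry (488 ex/515 em); %activity scaled between basal and 10 uM MG-132.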
# Epigenetic mod: epigenetic GFP locus derepression in mouse cells | AID 597 | 0.09% of 68,000 active | Potency, µM (doses to about 46.1 µM), for inactives: at the top dose GFP derepression (activation) | mouse C127i GFP locus derepression, cytometry, 30 h; further: % of control where 0% means no effect
#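 Murine C127i mammary cells carrying a silenced, stably integrated CMV-driven GFP reporter were treated with compound for 30 hours at 37 C. After PBS washes, GFP-positive cells were counted by laser-scanning microplate cytometry.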
# BRCT inh green: blocks human BRCA1 BRCT binding to phosphopeptide, green readout; P38398; BRCA1 BRCT-phosphopeptide binding, green fluorescence polarization; Potency, µM (series often up to 76.9 µM), for the others: at the top dose activity change, negative = inhibition, actives largely listed as inhibitors; 0.05% of 75,000 active;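 further: potency means the concentration at half of the fitted maximal effect; plate controls were peptide without protein for full effect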
#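 Compounds were incubated for 12 min at room temperature with a complex of 100 nM fluorescein-tagged pBACH1 decapeptide and 250 nM His-tagged BRCT protein. Buffer was phosphate pH 7.3 with EDTA, DTT and Tween 20. Disruption of binding lowers the polarization signal.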
# BRCT inh red: disrupts BRCA1 BRCT binding to phosphoprotein, red fluorophore readout; P38398; BRCT-phosphopeptide binding, red fluorescence polarization; 0.03% of 75,000 active; Potency, µM (highest dose often 76.9 µM), for inactives: top-dose activity change, negative = inhibition, most hits filed as inhibitors; AID 892; further: on the % scale 0 is the no-effect control and ±100 the full control effect
#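 Fluorescence polarization: 100 nM His-tagged BRCA1 BRCT with 100 nM TAMRA-labelled phospho-BACH1 decapeptide, phosphate buffer pH 7.3 with 150 mM NaCl, DTT, 0.01% Tween 20; 12 min RT. Binding inhibition seen as FP decrease.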
# HADH2 inhib: HADH2 (human) dehydrogenase inhibition | Potency, µM (doses to about 57.1 µM), inactives show at the highest dose activity change, negative = inhibition, hits mostly inhibitors | AID 886 | recombinant HADH2, NADH fluorescence, beta-hydroxybutyryl-CoA | Q99714 | 3.4% of 73,000 active; further: potency means the concentration at half of the fitted maximal effect; on the % scale 0 is the no-effect control and ±100 the full control effect; nearly all actives have a fitted effect of over 60% in size; many of its hits are not listed in these tables
# Target sequence (Q99714 whole entry, looked up, one chain of several): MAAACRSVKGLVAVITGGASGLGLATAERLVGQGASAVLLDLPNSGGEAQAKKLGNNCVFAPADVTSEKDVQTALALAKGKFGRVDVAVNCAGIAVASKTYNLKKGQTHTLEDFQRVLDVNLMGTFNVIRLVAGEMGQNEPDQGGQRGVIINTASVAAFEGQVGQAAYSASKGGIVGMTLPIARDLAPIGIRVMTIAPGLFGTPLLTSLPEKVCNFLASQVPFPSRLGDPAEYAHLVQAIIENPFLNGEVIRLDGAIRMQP
#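 Buffer 100 mM Tris-HCl pH 9.0/0.01% Tween-20; HADH2 20 nM; NAD+ 1 mM; beta-hydroxybutyryl-CoA 90 uM (all final). 15 min cpd preincubation, RT.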
# 15-hLO inh: inhibitors of human 15-lipoxygenase (ALOX15); purified 15hLO-1, xylenol orange hydroperoxide absorbance; AID 887; Potency, µM (titrated, usually from 57.1 µM), for the others: at the highest dose activity change, negative = inhibition, usual class: inhibitors; 1.4% of 74,000 active; further: potency means the concentration at half of the fitted maximal effect; on the % scale 0 is the no-effect control and ±100 the full control effect; nearly all actives have a fitted effect of over 55% in size
# Target sequence (P16050 whole entry, looked up): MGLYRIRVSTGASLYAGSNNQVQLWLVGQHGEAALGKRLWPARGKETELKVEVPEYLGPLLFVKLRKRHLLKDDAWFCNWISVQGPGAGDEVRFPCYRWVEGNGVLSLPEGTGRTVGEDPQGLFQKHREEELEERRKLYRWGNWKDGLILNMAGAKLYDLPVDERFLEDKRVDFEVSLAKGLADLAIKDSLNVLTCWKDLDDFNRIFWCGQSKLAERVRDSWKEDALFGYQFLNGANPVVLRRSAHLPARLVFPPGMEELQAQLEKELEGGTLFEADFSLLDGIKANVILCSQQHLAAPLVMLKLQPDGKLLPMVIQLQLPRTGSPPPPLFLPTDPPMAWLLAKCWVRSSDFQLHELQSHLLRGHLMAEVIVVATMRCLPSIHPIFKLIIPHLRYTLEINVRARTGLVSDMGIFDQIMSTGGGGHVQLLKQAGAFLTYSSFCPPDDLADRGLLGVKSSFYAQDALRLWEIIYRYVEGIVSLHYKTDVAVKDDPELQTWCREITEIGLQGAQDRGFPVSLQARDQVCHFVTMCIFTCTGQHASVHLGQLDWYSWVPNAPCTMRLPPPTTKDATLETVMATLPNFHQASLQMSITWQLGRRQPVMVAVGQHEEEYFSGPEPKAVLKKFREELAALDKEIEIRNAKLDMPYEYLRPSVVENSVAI
#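 Purified human 15hLO-1 (40 nM) in 25 mM Hepes pH 7.5, 0.01% Triton X-100, preincubated 15 min RT with compound, then 50 uM arachidonic acid for 6 min. Hydroperoxide read by ferrous/xylenol orange, 30 min; 573/405 nm absorbance ratio gave progress.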
# CRE Fsk mod: CRE-bla signaling modulation under forskolin stimulation; Potency, µM (highest dose often 38.2 µM), inactives show top-dose activity change, negative = inhibition, actives largely listed as activators; CHO CRE-bla reporter (cAMP response element driving beta-lactamase), forskolin EC10, beta-lactamase ratio; 2.5% of 71,000 active; active means well fitted activation curve with a large enough effect in the signal ratio, with a control signal flat, not every such curve was filed as active; inconclusive means small, poorly fitted or top-dose-only effect, or effect the other way, or a change in a side signal; the % refers to the signal ratio; further: potency means the concentration at half of the fitted maximal effect; % of control where 0% means no effect
#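 Beta-lactamase reporter under a cAMP responsive element in CHO cells; compounds tested in titration series against EC10 NKH 477, 3 h at 37 °C. Read-out: CCF4 FRET ratio 460nm/530nm (excitation 405nm) giving %Activity, fitted to AC50.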
# Hsp90 Hop PPI: changes Hsp90-Hop TPR2A binding signal, up or down; 0.44% of 71,000 active; Potency, µM (titrated, usually from 57 µM), inactives show at the highest dose activity change, negative = inhibition; AlphaScreen TPR2A-His6 binding biotin-Hsp90 C-terminal peptide; active means well fitted curve in either direction with a large enough effect; inconclusive means small, poorly fitted or top-dose-only effect, or another doubt; further: potency means the concentration at half of the fitted maximal effect; on the % scale 0 is the no-effect control and ±100 the full control effect; many of its hits are not listed in these tables
# USP2a inhib: USP2a (human) protease inhibition; 0.1% of 60,000 active; USP2a enzymatic assay, qHTS inhibition; AID 927; Potency, µM (highest dose often 38.3 µM), for the others: top-dose activity change, negative = inhibition, actives largely listed as inhibitors;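 further: potency means the concentration at half of the fitted maximal effect; nearly all actives have a fitted effect of over 60% in size; plate controls were DMSO for no effect and NEM full inhibition control for full effect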
#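 USP2 core (20nM final) preincubated 30 min RT with compound, then Ub-PLA2 20nM and NBD C6-HPC 20uM final added; buffer 20mM Tris-HCl pH 8.0, 2mM CaCl2. Fluorescence Ex 460/Em 535 read at 0 and 2.5 h; normalized to NEM.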
# Active calls of the source: *; ? = inconclusive; . = no result given; [ ] = remark or other dose. Unless noted, the call rests on the fitted dose curve; in most records, active means well fitted curve in the direction sought with a large enough effect; inconclusive means small, poorly fitted or top-dose-only effect, or another doubt; inactive means no such curve, though single readings can be large; an effect the other way counts as inactive or inconclusive. These rows are one share of the data (hit frequency here may not be typical).
SMILES,HBB splice mod,Pol III holo inh,UbGFP stabilizer,Epigenetic mod,BRCT inh green,BRCT inh red,HADH2 inhib,15-hLO inh,CRE Fsk mod,Hsp90 Hop PPI,USP2a inhib
CC(C)Cc1cc(C(=O)Nc2ccc(F)cc2F)no1,-0.6%,-2%,7%,.,-3.1%,-1.4%,2%,-1%,-7%,-4%[2.3 µM],.
COc1cc2c(cc1OC)C(C(=O)O)C(c1cc(Br)c(O)c(OC)c1)N(C)C2=O (configuration not stated),-0.6%,1%,6%,-1%,0.6%,-2.1%,-17%,-5%,3%,?,-1%
CCOC(=O)c1c(C)n(C)c2ccc(OC(=O)c3ccoc3)cc12,-0.5%[57.5 µM],-2%,-1%,1%,0.3%,-0.7%,-4%,2%,?,-1%,8%
CCc1c(C)[nH]n(CCC#N)c1=O,-1.0%[9.22 µM],-3%,4%,-2%,-7.5%,-2.9%,-7%,6%,-1%,0%,-7%
Cc1ccc2c(CC(=O)OCc3csc(C)n3)coc2c1,3.4%,-7%,-2%,0%,-0.7%,0.4%,2%,-12%,-9%,8%,10%
CN1CCN(C2=C(Cl)C(=O)N(c3cccc(Cl)c3)C2=O)CC1,-2.6%,3%,-6%,1%,0.7%,0.6%,-13%,3%,2%,-4%,1%
COc1ccc(N/C=C2\CCOC2=O)cc1,-2.9%[0.0738 µM],-2%[11.4 µM],-6%[9.17 µM],-2%,1.4%,0.1%,-11%[11.4 µM],1%[11.4 µM],?,0%[11 µM],3%[7.66 µM]
COC(=O)c1ccc(CSc2nc(C)nc3sc(C)c(C)c23)o1,0.2%,0%,-7%,-1%,0.9%,1.1%,-1%,-10%,0.79µM*,-1%,15%
O=c1ccc(-c2ccccc2)n[nH]1,2.3%[9.22 µM],-6%[11.4 µM],3%[9.17 µM],0%[9.22 µM],-0.4%[15.4 µM],-0.7%[15.4 µM],-15%[11.4 µM],-2%[11.4 µM],?,2%[11 µM],.
COc1ccc2[nH]cc(CCN=C3SCC(=O)N3C)c2c1,-4.3%,-7%,-2%,1%,-0.2%,0.1%,0%,3%,-1%,-8%,-6%
Cc1oc(C(=O)O)cc1COc1ccccc1Cl,-0.7%,0%,3%,-3%,-4.3%,1.8%,7%,7%,-6%,2%,-4%
CN1CCN(CCNC(=O)c2cc3c(=O)n(C)c4ccccc4c3n2C)CC1,1.0%,-13%,-8%,.,-0.2%,-0.9%,-7%,-11%,11%,-4%[2.3 µM],.
CCOC(=O)c1cn(CC(=O)Nc2ccc(CC)cc2)nn1,1.6%,0%,12%,2%,-2.4%,-0.5%,3%,-2%,?,4%,-2%
Cc1noc(C)c1C(=O)N1CCC2(CCCN(C(=O)Nc3cccc(F)c3)C2)CC1,2.9%,-3%,10%,0%[9.22 µM],-1.1%,-0.8%,2%,4%,2%,-3%,4%
c1ccc(-c2ccc(-n3ccnc3)cc2)cc1,0.1%[57.5 µM],-3%,3%,0%,-1.2%,-0.1%,-1%,34%[activator],6%,-9%,5%
COc1ccc(NC(=O)c2cccs2)cc1OC,-0.6%,2%,4%,-5%,-2.7%,0.3%,-8%,5%,?,-5%,-10%
O=C(Nc1cccc(NC(=O)c2ccc(Br)o2)n1)c1ccc(Br)o1,-0.8%,-2%,20%,-1%,-1.8%,0.3%,?,-21%,-11%,0%,16%
COc1ccc(N2CCN(C(=O)CSc3nnc4n3C(C)(C)Cc3ccccc3-4)CC2)cc1,.,-3%,-2%,0%,0.1%,-0.7%,-7%,-6%,3%,1%,2%
Cc1noc(/C=C/N(C)C)c1S(=O)(=O)N1CCCC(C(=O)NC(C)c2ccccc2)C1 (configuration not stated),-2.0%,-2%,-2%,1%,15%,0.8%,-8%,-18%,-7%,-5%,48%[activator]
CCN(CCNC(=O)Cn1c(=O)sc2ccccc21)c1ccccc1,-0.6%,7%,9%,.,0.1%,-1.4%,1%,0%,-17%,-1%,.
CCc1nc2ccccc2n1Cc1ccc(OC)c(OC)c1,.,-1%,-2%,-2%,0.7%,-1.4%,9%,7%,?,-2%,6%
COCCn1c(CN2CCN(c3ccccc3)CC2)nc2c1c(=O)n(C)c(=O)n2C,.,-7%,1%,0%,-1.9%,0.5%,4%,-1%,2%,0%,6%
CCOC(=O)C1CCN(C(=O)c2ccc(Cl)c(S(=O)(=O)N3CCOCC3)c2)CC1,-3.5%,-4%,0%,1%,-0.6%,-0.2%,8%,0%,3%,2%,2%
Cc1ccc(S(=O)(=O)N2CCCC(NC(=O)N3CCN(c4ccccc4)CC3)C2)cc1 (configuration not stated),4.5%,-9%,-1%,1%,-0.8%,-0.7%,3%,-15%,-3%,-4%,35%[activator]

# Six neighbouring records already listed, for reference:
SMILES,HBB splice mod,Pol III holo inh,UbGFP stabilizer,Epigenetic mod,BRCT inh green,BRCT inh red,HADH2 inhib,15-hLO inh,CRE Fsk mod,Hsp90 Hop PPI,USP2a inhib
Cc1noc(/C=C/N(C)C)c1S(=O)(=O)N1CCCC(C(=O)NC(C)c2ccccc2)C1 (configuration not stated),-2.0%,-2%,-2%,1%,15%,0.8%,-8%,-18%,-7%,-5%,48%[activator]
CCN(CCNC(=O)Cn1c(=O)sc2ccccc21)c1ccccc1,-0.6%,7%,9%,.,0.1%,-1.4%,1%,0%,-17%,-1%,.
CCc1nc2ccccc2n1Cc1ccc(OC)c(OC)c1,.,-1%,-2%,-2%,0.7%,-1.4%,9%,7%,?,-2%,6%
COCCn1c(CN2CCN(c3ccccc3)CC2)nc2c1c(=O)n(C)c(=O)n2C,.,-7%,1%,0%,-1.9%,0.5%,4%,-1%,2%,0%,6%
CCOC(=O)C1CCN(C(=O)c2ccc(Cl)c(S(=O)(=O)N3CCOCC3)c2)CC1,-3.5%,-4%,0%,1%,-0.6%,-0.2%,8%,0%,3%,2%,2%
Cc1ccc(S(=O)(=O)N2CCCC(NC(=O)N3CCN(c4ccccc4)CC3)C2)cc1 (configuration not stated),4.5%,-9%,-1%,1%,-0.8%,-0.7%,3%,-15%,-3%,-4%,35%[activator]

# Further records
SMILES,HBB splice mod,Pol III holo inh,UbGFP stabilizer,Epigenetic mod,BRCT inh green,BRCT inh red,HADH2 inhib,15-hLO inh,CRE Fsk mod,Hsp90 Hop PPI,USP2a inhib
CSc1nc(NC(C)(C)C)nc(Oc2ccc(=O)[nH]n2)n1,0.7%,-1%,0%,3%,-0.3%,-1.4%,-2%,-2%,7%,-8%,2%
O=C(Cc1cccs1)N1CCN(c2nc(-c3ccc(Cl)cc3)cs2)CC1,.,-5%,4%,-5%,0.7%,0.1%,?,-26%,7%,-8%,13%
Cc1ccc(S(=O)(=O)N2CCCC2C(=O)Nc2ccc(O)cc2)cc1 (configuration not stated),0.3%,-4%,-3%,0%,-2.9%,1.0%,-2%,3%,-1%,2%,.
O=C1C(Cl)=C(NCCN2CCOCC2)C(=O)c2ncccc21,-1.7%,.,.,.,-2.8%,-1.4%,-10%,?,.,.,.
CC/C(=C\C(=O)c1cccnc1)Nc1ccc(C)c(C)c1,0.4%[0.369 µM],-5%,.,0%,1.3%,-0.1%,7%,5%,?,-4%,4%
CCCNC(=O)OC[C@@H]1O[C@H](c2ccccc2)C=C[C@@H]1Oc1ccc(OC)cc1,-1.2%[9.22 µM],.,.,.,0.3%[15.4 µM],-0.2%[15.4 µM],2%[11.4 µM],7%[11.4 µM],.,.,.
Cc1ccc(N2C(=O)CSC2c2cccs2)cc1 (configuration not stated),-3.2%,1%,-7%,0%,-2.3%,1.1%,5%,9%,?,1%,4%
CCN(CC)P1(=O)OC(c2cc(OC)c(OC)c(OC)c2)=Nc2c1c(C)nn2-c1ccccc1 (configuration not stated),-0.3%[57.5 µM],2%,-2%,1%,-1.9%,0.5%,-8%,2%,?,-2%,7%
